Screens from PubChem BioAssay.
PRMT1 FP inh: blocks human protein arginine methyltransferase 1; Q99873; recombinant PRMT1, activity-based probe fluorescence polarization; inhibition, % at 2.79 µM; actives 1.3% (n = 370,000);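 active means inhibition above about 21% made by adding two undisclosed values, limit read from the data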
SIAE inh: inhibitors of human sialic acid acetylesterase SIAE; inhibition, % at 9.66 µM; Q9HAT2; AID 1053197; actives 0.69% (n = 370,000); SIAE FP-Rh probe binding, fluorescence polarization;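 active means inhibition above a cutoff: mean of compounds within the control limits plus 3 SD of those, cut at about 17% in these data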;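 further: 0% = plate median of compound wells and 100% = probe without SIAE protein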
ABHD4 inh: ABHD4 (mouse) inhibition, primary FP screen; Q8VD66; purified mABHD4, FP-Rh probe fluorescence polarization; actives 0.54% (n = 370,000); inhibition, % at 8.92 µM;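 active means inhibition exceeding the mean over every tested compound plus 3 SD, cut at about 30% in these data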;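 further: 0% = plate median of compound wells and 100% = S159A mutant with DMSO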
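Assay system: wild-type mouse ABHD4 protein; compound: single nominal dose of 8.92 µM, 0.89% DMSO final; schedule: 45 min + 60 min at 25 °C; measured by: FP readout, ex 525 nm / em 598 nm; evaluation: % inhibition of FP-Rh probe binding versus controls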
TCR CD3 inh: inhibitors of human TCR-CD3 interaction; TAMRA-labeled TCR probe fluorescence, biochemical; inhibition, % at 9.4 µM; actives 0.37% (n = 360,000); AID 651800; in the data active means inhibition above about 19%;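 further: recombinant mutant TCR 2C K166C tagged with TAMRA read by polarization; 0% = receptor in buffer alone and 100% = receptor with positive control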
MBD2 inh: MBD2-methylated oligo binding inhibition; actives 0.31% (n = 370,000); inhibition, % at 4.4 µM; TR-FRET, MBD2 binding to methylated oligonucleotide; Q9UBB5; AID 686964; in the data active means inhibition above about 13%
GC-A act: GC-A (human) enzyme activation; P16066; HEK293 GC-A cells, cGMP TR-FRET, EC30 ANP; 0% at EC30 ANP, 100% saturating ANP; activation, % at 10 µM; actives 0.14% (n = 370,000); in the data active means activation above about 40%
rCAG RNA binder: molecules binding r(CAG) RNA repeats | r(CAG) RNA repeat, TO-PRO-1 dye displacement fluorescence | actives 1.3% (n = 370,000) | inhibition, % at 3 µM;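 active means inhibition above the plate cutoff, the mean of all test compounds on that plate plus 3 SD, cut at about 35% in these data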;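 further: 0% = DMSO alone and 100% = 100 µM mitoxantrone as full dye displacement; higher means more dye released from RNA so lower well fluorescence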
HTRA1 inh: inhibitors of human serine peptidase HTRA1 | Q92743 | AID 504803 | actives 0.5% (n = 340,000) | inhibition, % at 5.96 µM | recombinant HTRA1, FP-rhodamine activity-based probe, fluorescence polarization; in the data active means inhibition above about 36%;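 further: 0% = enzyme with DMSO and 100% = wells lacking enzyme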
Target sequence (Q92743 whole entry, looked up): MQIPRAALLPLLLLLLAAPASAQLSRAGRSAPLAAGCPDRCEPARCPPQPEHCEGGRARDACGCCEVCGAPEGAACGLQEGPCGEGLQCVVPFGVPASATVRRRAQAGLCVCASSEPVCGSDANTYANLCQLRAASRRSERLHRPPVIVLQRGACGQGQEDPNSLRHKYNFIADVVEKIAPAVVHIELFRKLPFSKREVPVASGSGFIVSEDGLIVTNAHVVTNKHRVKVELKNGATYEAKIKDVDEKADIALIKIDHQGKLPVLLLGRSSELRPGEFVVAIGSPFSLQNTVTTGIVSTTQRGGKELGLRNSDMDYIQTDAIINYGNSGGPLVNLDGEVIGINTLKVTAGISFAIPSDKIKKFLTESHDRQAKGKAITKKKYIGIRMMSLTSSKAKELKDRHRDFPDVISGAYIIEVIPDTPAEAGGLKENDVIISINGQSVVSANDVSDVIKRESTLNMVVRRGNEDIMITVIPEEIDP
UHRF1 MBD2 ctr: human UHRF1 methylated DNA binding inhibitors. UHRF1 binding to methylated oligo, TR-FRET. Q96T88. actives 0.75% (n = 370,000). inhibition, % at 4.4 µM; in the data active means inhibition above about 21%;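 further: UHRF1 SRA domain binding a hemimethylated CpG hairpin DNA probe; 0% = median of test compound wells and 100% = reference inhibitor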
GC-B act: GC-B (human) receptor activation | HEK293-GC-B cells, CNP EC30, cGMP TR-FRET; 0% at EC30 CNP, 100% saturating CNP | AID 1920062 | actives 0.11% (n = 370,000) | activation, % at 10 µM;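 active means activation at 10 µM reaching about 35% in either raw or pattern-adjusted values, limit read from the data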
* marks the source's active call; other numbers are inactive results; nt = no result given.

Values run as follows: rCAG RNA binder | SIAE inh | GC-A act | GC-B act | PRMT1 FP inh | UHRF1 MBD2 ctr | MBD2 inh | TCR CD3 inh | ABHD4 inh | HTRA1 inh
CC1C(C)N(C(=O)CCl)c2ccccc2N1C(=O)CCl (stereo unspecified)
  2 | 5 | 2 | 0 | 21 | -2 | 0 | 3 | 4 | -1
Cc1ccccc1N1CC(O)(c2ccccc2)[N+]2=C1SCC2 (stereo unspecified)
  -1 | 2 | -7 | -1 | 3 | -3 | -5 | -5 | -8 | 1
N#CCc1ccc(NC(=O)c2ccc(CN3CCc4ccccc4C3)cc2)cc1
  -3 | 0 | 0 | 0 | -3 | 0 | -1 | 7 | -8 | 1
CC(=O)c1cccc(Nc2nc(-c3ccccc3)nc3ccccc23)c1
  17 | -7 | 13 | 12 | 1 | 1 | 0 | -1 | -2 | -33
CCCS(=O)(=O)c1c(S(=O)(=O)CCC)c2c(N)cccn2c1C(=O)c1ccc(Br)cc1
  52* | -6 | -5 | -8 | 14 | -1 | 4 | -1 | 9 | -2
CCOC(=O)c1cccc(NC(=O)CCNS(=O)(=O)c2cccc3nonc23)c1
  3 | 2 | -9 | 7 | 4 | 2 | -4 | -1 | -8 | 4
CC(=O)Nc1ccc(NC(=O)c2ccccc2N(C)S(C)(=O)=O)cc1
  0 | 0 | 8 | 0 | 1 | 1 | -2 | -1 | 13 | 1
COC(=O)c1cc2c(ccn2-c2ccc(F)cc2)n1CC(=O)OC(C)C
  2 | 4 | 3 | -2 | -3 | -2 | -11 | 8 | -4 | -17
CCOc1ccc(/C=C/C(=O)OCC(=O)NCCc2ccc(OCC)c(OCC)c2)cc1OC
  -8 | -4 | 1 | -6 | -2 | -2 | -4 | -5 | -4 | -3
Cc1ccc(S(=O)(=O)N2CCC(=O)N([C@H](COCc3ccc(Cl)c(Cl)c3)Cc3ccccc3)CC2)cc1
  3 | 10 | -4 | 0 | -3 | 10 | 1 | 4 | 5 | nt
CS(=O)(=O)C1=C(O)C(=O)N(c2ccccc2)C1c1ccccc1 (stereo unspecified)
  5 | 4 | 0 | 0 | -2 | -4 | -7 | 3 | 6 | 5
Fc1ccc(-c2nc3ccc(Br)cn3c2Cc2ccccc2C(F)(F)F)cc1
  51* | -7 | 1 | -5 | 4 | 1 | 1 | 0 | 4 | nt
O=C(Nc1ccccn1)c1sc2cc([N+](=O)[O-])ccc2c1Cl
  3 | 4 | -33 | -31 | 16 | -2 | -2 | -5 | 6 | -1
COc1ccc(NS(=O)(=O)c2cccc(C(=O)N3CCN(c4ccccc4O)CC3)c2)cc1
  9 | -5 | -3 | -6 | 0 | -6 | -7 | 2 | -1 | -2
CC(C)CSc1nnc(-c2cccnc2)n1Cc1ccccc1
  -1 | 1 | -1 | -10 | 2 | -1 | -3 | nt | -2 | nt
Cc1ccc(-c2nn(C)c(=O)c3ccccc23)cc1S(=O)(=O)NCCN(C)C
  2 | 0 | -1 | 7 | 2 | -1 | -1 | -4 | 1 | 1
O=C(CSc1nnc2c(Cl)cc(C(F)(F)F)cn12)Nc1ccc2c(c1)OCO2
  0 | 5 | 2 | 4 | -1 | -1 | -3 | -4 | 0 | 2
CS(=O)(=O)N1CCCC(C(=O)NCCCN2CCOCC2)C1 (stereo unspecified)
  -1 | 11 | 3 | -1 | -1 | -3 | 0 | 5 | 2 | -2
Cc1cc(=O)oc2cc(OCC3CC(c4ccccc4Cl)=NO3)ccc12 (stereo unspecified)
  0 | -1 | -9 | -9 | -3 | -2 | 6 | 7 | 1 | 2
CCCn1c(N)c(C(=O)COC(=O)/C=C/c2ccc(OC(F)F)c(OC)c2)c(=O)[nH]c1=O
  1 | -8 | 1 | -6 | 1 | -2 | -5 | 9 | -3 | -3
COc1ccc(NC(=O)CCNS(=O)(=O)c2ccc3c(c2)c(=O)n(C)c(=O)n3C)cc1OC
  0 | 8 | 3 | -1 | 0 | 1 | -5 | 4 | 4 | -5
O=C(CCCn1c(=O)[nH]c2ccc(Br)cc2c1=O)NCc1ccc(Cl)cc1
  5 | -8 | -3 | -7 | 6 | 0 | 8 | -3 | 3 | 2
Cc1cc2nc(-c3ccc(NC(=O)C(C)C)cc3)oc2cc1C
  3 | -22 | 3 | 5 | 1 | 0 | -2 | -1 | -5 | -31

These rows are one share of the data. The share of hits here may be higher or lower than overall.
